GRP78 ERSR act: induces the endoplasmic reticulum stress response in human glioma cells. U87-MG GRP78 promoter luciferase reporter, 16 h. Potency, µM, inactives show top-dose activation, most hits filed as activators. 0.02% of 420,000 active. AID 602332; also: potency is read from the fitted curve at half-maximal effect; series mostly up to about 76 µM; % of control where 0% means no effect; nearly all actives have a fitted effect of over 35% in size
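ERSR induction read as luciferase luminescence (Bright-Glo, 10 min at room temperature) in stably transfected human U87-MG glioma cells exposed to compounds for 16 h, using GRP78 as sensor.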
Vif-A3F inh: Vif-A3F binding inhibition | HeLa A3F-eYFP + Vif (tagged APOBEC3F with the HIV-1 protein that degrades it), YFP fluorescence increase | Potency, µM (doses to about 46.1 µM), for inactives: at the top dose activity, negative = active | 0.2% of 390,000 active; also: potency is read from the fitted curve at half-maximal effect; % of control where 0% means no effect; nearly all actives have a fitted effect of over 65% in size
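HeLa cells stably expressing Vif plus C-terminally eYFP-tagged A3F were seeded, incubated overnight at 37 deg C, dosed with compound, incubated overnight again at 37 deg C. Yellow fluorescence (Ex 488/Em 500-530) reported blocked Vif-mediated A3F-eYFP degradation.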
RGS4 inh: inhibitors of human regulator of G protein signaling 4; P49798; Transcreener GDP fluorescence polarization, RGS4-accelerated GTP hydrolysis; Potency, µM (titrated, usually from 114 µM), without a hit: at the highest dose activity change, negative = inhibition, hits mostly inhibitors; 0.039% of 390,000 active; also: potency is read from the fitted curve at half-maximal effect; % is scaled to controls: 0 for no effect and ±100 for the full control effect; nearly all actives have a fitted effect of over 75% in size; some results filed as inactive show a strong effect at the top dose
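MLSMR compounds (23 nl, pin-transferred) preincubated 10 min at room temperature with a 500nM (2x) first reagent, then RGS4 at 900nM (2x) plus Transcreener GDP mix added; fluorescence polarization (620/688 nm) read before and after 90 min at 30 °C.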
TrxR1 substrate: rat thioredoxin reductase 1 substrate activity; O89049; purified TrxR1 substrate turnover, NADPH consumption readout; Potency, µM (series often up to 114 µM), inactives show at the highest dose activity change, negative = substrate turnover; 0.01% of 390,000 active; AID 588456; also: potency is read from the fitted curve at half-maximal effect; % is scaled to controls: 0 for no effect and ±100 for the full control effect; nearly all actives have a fitted effect of over 50% in size
Target sequence (O89049 whole entry, looked up): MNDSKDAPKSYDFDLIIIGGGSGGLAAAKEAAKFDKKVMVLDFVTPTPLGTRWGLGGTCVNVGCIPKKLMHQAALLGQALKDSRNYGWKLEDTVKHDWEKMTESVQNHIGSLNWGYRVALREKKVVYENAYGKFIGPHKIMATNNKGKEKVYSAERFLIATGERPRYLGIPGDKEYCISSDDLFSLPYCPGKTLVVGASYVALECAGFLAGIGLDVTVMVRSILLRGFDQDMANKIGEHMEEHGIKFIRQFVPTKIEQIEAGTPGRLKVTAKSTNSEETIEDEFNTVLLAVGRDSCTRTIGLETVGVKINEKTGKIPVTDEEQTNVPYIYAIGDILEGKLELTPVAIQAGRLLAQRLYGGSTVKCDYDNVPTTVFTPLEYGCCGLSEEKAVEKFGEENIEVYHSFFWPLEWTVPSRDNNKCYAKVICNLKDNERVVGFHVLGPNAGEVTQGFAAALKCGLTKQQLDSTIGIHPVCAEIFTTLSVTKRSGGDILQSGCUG
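Rat TrxR1, dispensed at 90 nM, was prereduced with 400 uM NADPH (final) for 5 min at ~22 deg C, then incubated with compound 15 min before 400 uM selenite. A first-read NADPH fluorescence drop versus no-compound background flagged substrates.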
Vif-A3G inh: inhibitors of Vif-APOBEC3G interaction | 0.076% of 410,000 active | Q9HC16 | AID 602310 | HeLa A3G-eYFP + Vif (tagged APOBEC3G with the HIV-1 protein that degrades it), YFP fluorescence, overnight | Potency, µM (titrated, usually from 46.1 µM), for inactives: at the top dose activity, negative = active, most hits filed as inhibitors;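 also: potency is read from the fitted curve at half-maximal effect; % is scaled to controls: 0 for no effect and ±100 for the full control effect; nearly all actives have a fitted effect of over 60% in size; hits raise eYFP signal because A3G escapes Vif-driven loss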
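HeLa cells stably expressing Vif and C-terminally eYFP-tagged A3G, seeded overnight at 37 deg C, then exposed to compound by pintool overnight at 37 deg C. Rise in yellow fluorescence (Ex 488/Em 500-530, Acumen) marks blocked Vif-driven A3G degradation.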
mIDH1 inhibitor: blocks human mutant IDH1 R132H enzyme. IDH1-R132H enzyme, NADPH consumption, diaphorase/resazurin fluorescence. Potency, µM (highest dose often 76.6 µM), inactives show at the top dose activity change, negative = inhibition, hits mostly inhibitors. 0.093% of 390,000 active. AID 602179; also: potency is read from the fitted curve at half-maximal effect; % is scaled to controls: 0 for no effect and ±100 for the full control effect; nearly all actives have a fitted effect of over 65% in size
Target sequence (O75874 whole entry R132H, stated change not applied): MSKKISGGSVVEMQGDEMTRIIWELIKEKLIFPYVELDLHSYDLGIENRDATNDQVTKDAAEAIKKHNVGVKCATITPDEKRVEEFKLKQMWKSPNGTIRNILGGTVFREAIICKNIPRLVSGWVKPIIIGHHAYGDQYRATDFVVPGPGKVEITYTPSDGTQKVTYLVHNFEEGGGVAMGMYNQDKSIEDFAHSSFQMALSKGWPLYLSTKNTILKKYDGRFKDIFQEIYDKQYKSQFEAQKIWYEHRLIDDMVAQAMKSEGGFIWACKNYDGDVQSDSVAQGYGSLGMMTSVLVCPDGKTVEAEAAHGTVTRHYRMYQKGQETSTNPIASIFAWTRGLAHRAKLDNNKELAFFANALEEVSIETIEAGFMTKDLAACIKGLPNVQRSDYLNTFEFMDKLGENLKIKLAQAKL
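IDH1-R132H (0.5 ug/mL dispensed) in pH 7.5 Tris buffer was preincubated 30 min with compound, then given a substrate mix of 0.016 mM NADPH and 2 mM alpha-KG for 80 min at room temperature; remaining NADPH was read by diaphorase/resazurin fluorescence.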
TrxR1 inh: inhibitors of rat thioredoxin reductase 1; recombinant rTrxR1, NADPH fluorescence consumption, selenite substrate; Potency, µM (top dose mostly 114 µM), inactives show at the highest dose activity change, negative = inhibition, most hits filed as inhibitors; AID 588453; 1% of 390,000 active; also: potency is read from the fitted curve at half-maximal effect; % is scaled to controls: 0 for no effect and ±100 for the full control effect; nearly all actives have a fitted effect of over 65% in size
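Rat TrxR1 (90 nM in the dispensed reagent) was pre-reduced with 400 uM NADPH for 5 min at room temperature, then incubated with compound for 15 min. After 400 uM selenite was added, NADPH fluorescence (Ex 340/Em 450 nm) was followed for 8 min.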
LDHA inh: blocks human lactate dehydrogenase A; purified LDHA, NADH/diaphorase-resazurin fluorescence; hits give low values; activity change, % (values are at about 110 or 230 µM); 0.15% of 480,000 active; in the data active = activity change below about -30%; inconclusive = mostly about -25% to -30%;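 also: plate controls were DMSO wells for no effect and wells without enzyme for full effect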
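Remaining NADH was detected by diaphorase (0.133 mg/mL) converting 37 µM resazurin to fluorescent resorufin, read at 0 and 20 minutes. The preceding 5-minute room-temperature reaction used 2 nM LDHA, 0.2 mM sodium pyruvate and 0.06 mM NADH at pH 7.4.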
USP1 inh: USP1/UAF1 (human) deubiquitinase inhibition; O94782; recombinant USP1/UAF1, Ub-Rhodamine cleavage fluorescence; Potency, µM (doses to about 57.1 µM), inactives show at the top dose activity change, negative = inhibition, most hits filed as inhibitors; 0.23% of 390,000 active; AID 743255; also: potency is read from the fitted curve at half-maximal effect; % is scaled to controls: 0 for no effect and ±100 for the full control effect; nearly all actives have a fitted effect of over 60% in size; inactives centre near -12
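USP1/UAF1 complex at 1 nM was preincubated with compound for 15 min at room temperature, then Ub-Rho substrate (150nM final) was added. Fluorescence (480/540 nm) was read kinetically, 6 reads every 60 seconds.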
An asterisk follows results filed as active; ? = inconclusive; · = no result given; [ ] = remark or other dose. Unless noted, calls follow the shape of the dose curve; as a rule, active = well fitted curve in the direction sought with a large enough effect; inconclusive = small, poorly fitted or top-dose-only effect, or another doubt; inactive = no such curve, though single readings can be large; an effect the other way counts as inactive or inconclusive. An excerpt (hit frequency here may not be typical).

#	mol	GRP78 ERSR act	Vif-A3F inh	RGS4 inh	TrxR1 substrate	Vif-A3G inh	mIDH1 inhibitor	TrxR1 inh	LDHA inh	USP1 inh
1	O=C(CN1c2cccc3cccc(c23)S1(=O)=O)Nc1ccccc1Br	-5%	0%	-13%	16%	0%	8%	27%	2	-25%
2	CC(=O)c1cccc(NC2c3ccccc3C(=O)N2Cc2ccc3c(c2)OCO3)c1 (stereo not drawn)	0%	-2%	-29%	-6%[57.1 µM]	1%	8%	-12%[57.1 µM]	1	-20%
3	COc1ccccc1/C=C1\N=C(C(C)(C)C)OC1=O	-3%	-9%	16%	-1%	1%	6%	30%	-8	2%
4	CCOc1ccc(-c2nnc(SCC(=O)NCc3ccc(C)cc3)nc2-c2ccc(OCC)c(OC)c2)cc1OC	1%	-6%	11%	-8%[57.1 µM]	-4%	-11%	-4%[57.1 µM]	6	-22%
5	Cc1cc(C)c2c(c1)SC1=NC(c3ccccc3)(C(F)(F)F)NC(=O)N12 (stereo not drawn)	2%	-12%	14%	9%	-3%	0%	19%	-5	-8%
6	COCCNC(=O)COc1ccccc1Cl	1%	2%	10%	-4%	5%	8%	3%	-2	-16%
7	CCc1ccc2[nH]c(=O)c(CN(Cc3cccnc3)Cc3nnnn3Cc3ccccc3)cc2c1	-1%	·	9%	-15%	-6%	·	-29%	4	·
8	CC1=C(c2ccc(C)cc2)S(=O)(=O)NC1=NCCCN1CCN(c2cc(C)ccc2C)CC1	0%	0%	-18%	-3%	2%	3%	12%	-10	7%

Individual results from the list.
no. 2 in USP1 inh reads -20%
no. 7 in Vif-A3G inh reads -6%
no. 8 in Vif-A3G inh reads 2%

New compounds follow
#	mol	GRP78 ERSR act	Vif-A3F inh	RGS4 inh	TrxR1 substrate	Vif-A3G inh	mIDH1 inhibitor	TrxR1 inh	LDHA inh	USP1 inh
9	C=C1C(C(=O)Nc2ccccc2)C1C(=O)Nc1ccccc1 (stereo not drawn)	-4%	12%	6%	3%	-5%	-1%	20%	-11	-13%
10	Cn1cc(CN2CCC(n3nccc3NC(=O)c3ccccc3Cl)CC2)cn1	-3%	1%	7%	2%	1%	5%	-1%	-3	-7%
11	CCO/N=C/C(=O)Nc1ccc(F)cc1F	-1%	-6%	6%	3%	0%	-6%	16%	-8	-12%
12	Cc1cc(C)c2nc(N3CCOCC3)c(C#N)cc2c1	2%	-1%	8%	10%	0%	3%	21%	0	-13%
13	COc1ccc2[nH]cc(CCNS(=O)(=O)c3ccc(F)cc3)c2c1	0%	-4%	-49%	-4%	-1%	18%	21%[57.1 µM]	-2	-6%
14	COc1ccc2oc(C(=O)OCC(=O)NCCc3ccc(S(N)(=O)=O)cc3)c(C)c2c1	-1%	6%	24%	33%[activator]	-2%	4%	20%	-8	-18%
15	Cn1nnnc1SC(C(=O)Nc1cccc(C(F)(F)F)c1)c1ccccc1 (stereo not drawn)	-5%	-4%	13%	-15%	4%	-4%	-4%	-1	-14%
16	O=[N+]([O-])c1ccc(OCC(O)CNCCNc2nccc(C(F)(F)F)n2)cc1 (stereo not drawn)	-4%	-12%	-5%	1%	1%	0%	21%	2	-21%

The list goes on.
#	mol	GRP78 ERSR act	Vif-A3F inh	RGS4 inh	TrxR1 substrate	Vif-A3G inh	mIDH1 inhibitor	TrxR1 inh	LDHA inh	USP1 inh
17	Cc1onc(C(=O)NC2CCCCC2)c1[N+](=O)[O-]	-3%	-1%	16%	-5%	0%	-5%	6%	-2	-13%
18	CSC1=NCCN1C(=O)c1cccs1	-3%	-1%	-8%	5%	0%	1%	15%	-1	-17%
19	CC(=O)c1cc(F)ccc1OCC(=O)Nc1ccc2c(c1)OCO2	-4%	2%	-26%	21%	-6%	8%	41%	5	-20%
20	CNC(=S)N/N=C/c1cccc(OCc2ccccc2F)c1	0%	?	-23%	13%[57.1 µM]	0%	11%	16%[57.1 µM]	-3	-17%
21	CC1CCCC(=NNc2ccc3ccccc3n2)C1 (stereo not drawn)	-6%	12%	-19%	9%[57.1 µM]	1%	-2%	6%[11.4 µM]	0	-14%
22	COc1ccc(CCNC(=O)C(=O)NCC(c2ccco2)S(=O)(=O)c2ccccc2)cc1OC (stereo not drawn)	-4%	3%	-10%	3%[57.1 µM]	-1%	2%	-2%[57.1 µM]	2	1%
23	Cc1ccc(C)c(C(=O)Nc2nc3ccccc3[nH]2)c1	8%	0%	-33%	10%[57.1 µM]	-2%	2%	44%[activator][57.1 µM]	0	-8%
24	COc1ccc(CCNC(=O)C(=O)Nc2ccc3c(c2)OCCO3)cc1OC	0%	-2%	5%	5%	4%	11%	24%	0	-12%

Next section, overlapping the part above by six compounds.
#	mol	GRP78 ERSR act	Vif-A3F inh	RGS4 inh	TrxR1 substrate	Vif-A3G inh	mIDH1 inhibitor	TrxR1 inh	LDHA inh	USP1 inh
19	CC(=O)c1cc(F)ccc1OCC(=O)Nc1ccc2c(c1)OCO2	-4%	2%	-26%	21%	-6%	8%	41%	5	-20%
20	CNC(=S)N/N=C/c1cccc(OCc2ccccc2F)c1	0%	?	-23%	13%[57.1 µM]	0%	11%	16%[57.1 µM]	-3	-17%
21	CC1CCCC(=NNc2ccc3ccccc3n2)C1 (stereo not drawn)	-6%	12%	-19%	9%[57.1 µM]	1%	-2%	6%[11.4 µM]	0	-14%
22	COc1ccc(CCNC(=O)C(=O)NCC(c2ccco2)S(=O)(=O)c2ccccc2)cc1OC (stereo not drawn)	-4%	3%	-10%	3%[57.1 µM]	-1%	2%	-2%[57.1 µM]	2	1%
23	Cc1ccc(C)c(C(=O)Nc2nc3ccccc3[nH]2)c1	8%	0%	-33%	10%[57.1 µM]	-2%	2%	44%[activator][57.1 µM]	0	-8%
24	COc1ccc(CCNC(=O)C(=O)Nc2ccc3c(c2)OCCO3)cc1OC	0%	-2%	5%	5%	4%	11%	24%	0	-12%
25	CCOc1ccc(S(=O)(=O)n2cnc3ccccc32)cc1	-4%	-4%	6%	-2%	1%	-6%	13%	-1	-14%
26	Cc1cccc(C)c1-n1c(C)nn(-c2ncc(C(F)(F)F)cc2Cl)c1=O	1%	-3%	2%	-1%[57.1 µM]	-5%	5%	17%[57.1 µM]	-3	-12%
27	Cc1c(NC(=O)[C@@H](NC(=O)c2ccc(Cl)c([N+](=O)[O-])c2)C(C)C)c(=O)n(-c2ccccc2)n1C	1%	-19%	17%	2%[57.1 µM]	-4%	0%	4%[57.1 µM]	-1	-2%
28	COc1cccc(NC2=CC(=O)CC(C)(C)C2)c1	0%	-8%	10%	3%	-2%	-5%	10%	4	?
29	COc1ccc(N2C(=O)C(CC(=O)Nc3ccccc3)N(Cc3ccccn3)C2=S)cc1 (stereo not drawn)	-2%	4%	-24%	-2%[57.1 µM]	-2%	2%	9%[57.1 µM]	1	-14%
30	Cc1c(N(C)C(=O)c2ccco2)c(=O)n(-c2ccccc2)n1C	-4%	-3%	-38%[56.9 µM]	-5%	3%	0%	2%	-3	-12%
31	C#CCN1C(=O)C(O)(c2c(C)[nH]c3ccccc23)c2ccccc21 (stereo not drawn)	2%	5%	-14%	2%	-2%	7%	?	5	-20%
32	O=C(NC1=NCCS1)c1ccccc1Cl	1%	5%	-7%	3%	-3%	0%	12%	0	-20%

Other entries
#	mol	GRP78 ERSR act	Vif-A3F inh	RGS4 inh	TrxR1 substrate	Vif-A3G inh	mIDH1 inhibitor	TrxR1 inh	LDHA inh	USP1 inh
33	COCCCNC(=O)Cn1c(=O)n(-c2cccc(C)c2)c(=O)c2c1c1cc(C)ccc1n2C	-1%	11%	-17%	97%[activator][57.1 µM]	-10%	9%	26%[57.1 µM]	-1	?
34	CN(CC(=O)Nc1ccc(F)cc1)C(=O)c1ccccc1OCc1ccc(F)cc1	-4%	-1%	-14%	-9%	4%	9%	-3%	1	-22%
35	CCOC(=O)CCNC(=O)N1CCCC(Cc2ccccc2)(C(=O)OCC)C1 (stereo not drawn)	-3%	3%	13%	-15%	1%	-5%	-23%	-1	6%
36	COc1ccc(-n2c(Cn3c(=O)sc4ccccc43)nnc2SCC(=O)N2CCCCC2)cc1	-6%	-11%	-8%	3%[57.1 µM]	-1%	5%	15%	-5	-7%
37	O=C(C[C@H]1C/C=C\C[C@H](Cc2ccc(F)cc2)C(=O)O[C@@H](c2ccccc2)CNC1=O)NCCO	3%	0%	6%	6%	2%	-7%	18%	-2	-29%
38	Cn1ncc2c(Nc3cc(C(F)(F)F)ccc3Cl)ncnc21	-2%	0%	13%	5%[57.1 µM]	-8%	-14%	28%[57.1 µM]	-4	5%
39	CCN(CC)C(=O)CNC(=O)c1nn(-c2ccc(OC)c(Cl)c2)c(=O)c2ccccc12	-2%	-7%	0%	10%[57.1 µM]	1%	6%	5%[57.1 µM]	-5	-12%
40	CCOC(=O)c1cnc(-n2nc(C)cc2C)nc1NNc1cc(C)nc(-c2ccccc2)n1	-10%	?	15%	-13%	0%	7%	-7%	-4	-7%
